High-throughput results from PubChem BioAssay.
Tat export inh = blocks Tat-dependent protein export in E. coli | E. coli MC4100 TorA-mCherry Tat export, fluorescence | inhibition, % at 10 µM | AID 488895 | actives 0.036% (n = 340,000);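 active = mean replicate inhibition at least 50% and at least half of replicates individually reaching 50%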;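 note: exported cargo escapes ClpAP degradation while cytoplasmic cargo is degraded and loses fluorescence; 0% = median of neutral control wells and 100% = median of NaSCN control wells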
phage Ecoli inh = E. coli growth loss with phage present. actives 0.26% (n = 360,000). growth absorbance. inhibition, % at 11.9 µM. AID 651602; in the data active = inhibition above about 11%
PfHsp90 set2 = growth inhibition of yeast expressing Plasmodium Hsp90; S. cerevisiae expressing PfHsp90, BacTiter-Glo ATP, 48 h; yeast lacking PDR1 and PDR3 efflux regulators; inhibition, % at 9.4 µM; actives 0.32% (n = 310,000); AID 504621;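 active = every replicate shows inhibition above about 80%, whatever the replicate mean, limit read from the data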;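 note: 0% = DMSO neutral controls and 100% = 20 µM radicicol positive controls; yeast relying on Plasmodium falciparum Hsp90 in place of its own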
PKA-R1A act = activators of PKA-R1A complex | P00514+P68181 | PKA-R1A dissociation, Cy5-IP20 fluorescence polarization; scaled: DMSO 0%, 113 µM cGMP 100% | activation, % at 11.4 µM | actives 0.083% (n = 340,000);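 active = percent activation above the mean of all tested compounds plus 3 SD, cut at about 19% in these data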;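 note: higher means more PKAc released from R1A so a rise in polarization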
AddAB inh = less growth of phage-infected E. coli with AddAB; E. coli expressing H. pylori AddAB, absorbance growth; inhibition, % at 11.9 µM; actives 0.29% (n = 330,000); AID 435030; in the data active = inhibition above about 12%;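 note: 0% = vehicle wells of infected cells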
OPRM1-OPRD1 inv = inverse agonist of human OPRM1-OPRD1 heterodimerization. actives 0.21% (n = 340,000). inhibition, % at 9.3 µM. cell-based MOR-DOR heterodimer luminescence, inverse agonism. P35372+P41143; in the data active = inhibition above about 22%, passing the limit was not always enough;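 note: 0% = cells with DMSO and 100% = wells without cells with DMSO; values of inactives mirror those of a sister screen read the other way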
Target sequence (P35372 whole entry, looked up): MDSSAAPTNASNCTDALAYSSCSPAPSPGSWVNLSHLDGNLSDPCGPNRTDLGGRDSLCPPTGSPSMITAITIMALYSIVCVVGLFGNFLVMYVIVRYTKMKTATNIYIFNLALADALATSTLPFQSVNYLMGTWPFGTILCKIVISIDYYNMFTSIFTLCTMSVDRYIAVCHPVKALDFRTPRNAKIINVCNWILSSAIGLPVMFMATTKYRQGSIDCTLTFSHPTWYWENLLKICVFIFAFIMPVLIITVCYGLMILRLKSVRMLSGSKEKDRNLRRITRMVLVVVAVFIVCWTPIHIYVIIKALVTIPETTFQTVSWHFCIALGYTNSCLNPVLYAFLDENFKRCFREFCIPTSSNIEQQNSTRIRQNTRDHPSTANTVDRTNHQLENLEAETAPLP
Target sequence (P41143 whole entry, looked up): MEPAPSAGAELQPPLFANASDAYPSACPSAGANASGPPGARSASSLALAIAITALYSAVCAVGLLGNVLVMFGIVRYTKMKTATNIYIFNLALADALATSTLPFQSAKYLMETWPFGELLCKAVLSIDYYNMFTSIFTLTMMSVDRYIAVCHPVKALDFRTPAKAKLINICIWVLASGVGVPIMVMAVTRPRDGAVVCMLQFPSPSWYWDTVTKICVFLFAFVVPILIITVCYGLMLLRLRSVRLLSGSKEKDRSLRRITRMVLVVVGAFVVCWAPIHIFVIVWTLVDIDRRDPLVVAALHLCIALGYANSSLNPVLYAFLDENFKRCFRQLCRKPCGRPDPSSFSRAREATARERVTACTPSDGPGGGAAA
SUMO Mot1 rescue = inhibitors of SUMOylation pathway: yeast Mot1-301 growth rescue; growth rescue, % at 18.8 µM; actives 1% (n = 320,000); S. cerevisiae Mot1-301 growth rescue, ATP luminescence, 38.5C; percent above DMSO median, 100 means doubled;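 active = every valid replicate shows activation above 250% relative to neutral control wells; inactive = the rest, any valid replicate at or below 250%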;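 note: OY570 slx delta 5 strain wells were the positive control but not used for scaling; some compounds called inactive have numbers as strong as hits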
OPRM1-OPRD1 ag = OPRM1-OPRD1 heterodimerization agonism. cells, luminescence. activation, % at 9.3 µM. AID 504326. actives 0.3% (n = 340,000). P35372+P41143; in the data active = activation above about 18%;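 note: 0% = vehicle-treated cells and 100% = reference agonist; values of inactives mirror those of a sister screen read the other way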
E coli growth = reduces bacterial viability in AddAB counter-screen; AID 449728; inhibition, % at 11.9 µM; E. coli V3065 growth, OD600 absorbance, 18 h; actives 0.27% (n = 330,000);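 active = inhibition above the campaign's mean inhibition across all tested compounds plus 3 SD, cut at about 9.9% in these data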;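 note: uninfected addAB+ strain grown without phage in ampicillin broth; 0% = DMSO wells and 100% = ciprofloxacin 0.95 µg/ml wells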
HTR5A inv ctr = counter-screen for OPRM1-OPRD1 inverse agonists: human HTR5A inverse agonism | HTR5A cell line, luminescence | P47898 | AID 504634 | inhibition, % at 9.3 µM | actives 0.083% (n = 340,000); in the data active = inhibition mostly above about 23%, no sharp cut-off; inactive = mostly below about 18%;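 note: 0% = cells with DMSO and 100% = no-cell wells with DMSO; some compounds called inactive have numbers as strong as hits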
PKA-R2B activ = activates the human PKA-R2B holoenzyme complex; activation, % at 11.4 µM; PKA-R2B holoenzyme dissociation, Cy5-IP20 fluorescence polarization; R2B truncated from residue 108, S112A mutant; 0% DMSO only, 100% 113 µM cGMP; P22694+P31323; actives 0.079% (n = 340,000); AID 504700;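 active = activation above a cutoff set at the mean over all compounds plus 3 SD, cut at about 18% in these data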;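 note: higher means more holoenzyme dissociation and a rise in polarization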
Numbers without * were called inactive.

`CCOC(=O)Cc1csc(N/C(=N/S(=O)(=O)c2ccc(Cl)cc2)c2ccccc2)n1` gave Tat export inh -3, phage Ecoli inh 0.3, PfHsp90 set2 -2, PKA-R1A act 3, AddAB inh 2.1, OPRM1-OPRD1 inv 2, SUMO Mot1 rescue -9, OPRM1-OPRD1 ag -0.3, E coli growth 2.2, HTR5A inv ctr -21 and PKA-R2B activ 2.
Screening COc1ccccc1N(CC(=O)NCc1ccccc1)C(=O)CCC(=O)Nc1ccccn1 returned Tat export inh 6, phage Ecoli inh 3.0, PfHsp90 set2 5, PKA-R1A act -10, AddAB inh -0.7, OPRM1-OPRD1 inv 16, SUMO Mot1 rescue 24, OPRM1-OPRD1 ag -2.9, E coli growth 0.3, HTR5A inv ctr -1 and PKA-R2B activ -4.
For COc1ccc(CC(=O)OCC(=O)Nc2ccc(Br)cc2)cc1 the results were Tat export inh 0, phage Ecoli inh 2.3, PfHsp90 set2 16, PKA-R1A act -5, AddAB inh 0.9, OPRM1-OPRD1 inv -8, SUMO Mot1 rescue 24, OPRM1-OPRD1 ag 1.2, E coli growth 1.1, HTR5A inv ctr 12 and PKA-R2B activ -10.
For Cc1nc2c(C(=O)NCc3ccc(F)cc3)c[nH]n2c(=O)c1Cl the results were Tat export inh 19, phage Ecoli inh 0.5, PfHsp90 set2 7, PKA-R1A act 1, AddAB inh 0.8, OPRM1-OPRD1 inv 8, SUMO Mot1 rescue 0, OPRM1-OPRD1 ag -1.4, E coli growth 0.2, HTR5A inv ctr -3 and PKA-R2B activ -6.
Screening O=C(c1ccc2c(c1)OCO2)C1CCCN(Cc2cn[nH]c2-c2ccccc2)C1 (stereo not given) returned Tat export inh 5, phage Ecoli inh 3.6, PfHsp90 set2 -5, PKA-R1A act -9, AddAB inh 1.0, OPRM1-OPRD1 inv 0, SUMO Mot1 rescue 1, OPRM1-OPRD1 ag -0.1, E coli growth 1.6, HTR5A inv ctr -5 and PKA-R2B activ 0.
For CC(=O)Nc1ccc(/C=N/NC(=O)CNC(=O)c2ccccc2)cc1 the results were Tat export inh 0, phage Ecoli inh 2.0, PKA-R1A act -3, AddAB inh -1.0, OPRM1-OPRD1 inv 12, SUMO Mot1 rescue -11, OPRM1-OPRD1 ag -2.4, E coli growth 0.7, HTR5A inv ctr -3 and PKA-R2B activ 0.
For O=C(CSc1nc2[nH]ncc2c(=O)[nH]1)NCc1ccccc1Cl the results were Tat export inh -12, phage Ecoli inh 3.0, PfHsp90 set2 5, PKA-R1A act 1, AddAB inh -1.5, OPRM1-OPRD1 inv 15, SUMO Mot1 rescue 7, OPRM1-OPRD1 ag -2.8, E coli growth -2.0, HTR5A inv ctr 26 and PKA-R2B activ -1.
`CC1(C)Cc2c(C#N)c(OCC(=O)c3ccccc3)nc(-c3ccoc3)c2CO1` gave Tat export inh -2, phage Ecoli inh 1.7, PKA-R1A act 0, AddAB inh -2.1, OPRM1-OPRD1 inv 12, SUMO Mot1 rescue 6, OPRM1-OPRD1 ag -2.2, E coli growth -1.3, HTR5A inv ctr 10 and PKA-R2B activ 3.
COc1ccc(-c2[nH]ncc2CN(CCO)Cc2cccs2)c(F)c1 was read as Tat export inh -3, phage Ecoli inh 0.7, PfHsp90 set2 13, PKA-R1A act -6, AddAB inh 2.8, OPRM1-OPRD1 inv 5, SUMO Mot1 rescue 113, OPRM1-OPRD1 ag -1.1, E coli growth 2.2, HTR5A inv ctr 14 and PKA-R2B activ -3.
COCCn1cnc2c1c(=O)n(CC(=O)OCC(=O)NCCCc1ccccc1)c(=O)n2Cc1ccccc1 was read as Tat export inh 2, phage Ecoli inh 1.7, PKA-R1A act -3, AddAB inh 4.9, OPRM1-OPRD1 inv 6, SUMO Mot1 rescue -12, OPRM1-OPRD1 ag -0.8, E coli growth -0.3, HTR5A inv ctr 1 and PKA-R2B activ 2.
For CC1(C)CC(=O)C(C=Nc2ccc(Cl)cn2)=C(O)C1 the results were Tat export inh 2, phage Ecoli inh 1.0, PfHsp90 set2 -20, PKA-R1A act 0, AddAB inh -1.0, OPRM1-OPRD1 inv 13, SUMO Mot1 rescue 296, OPRM1-OPRD1 ag -2.6, E coli growth -1.3, HTR5A inv ctr 11 and PKA-R2B activ -15.
`Cc1cc(NC(=O)NC(=O)c2ccccc2NC(=O)CN)ccc1Oc1ncc(Br)cn1` gave Tat export inh 2, phage Ecoli inh 1.9, PfHsp90 set2 -6, PKA-R1A act -2, OPRM1-OPRD1 inv 10, OPRM1-OPRD1 ag -2.0, HTR5A inv ctr 3 and PKA-R2B activ -1.
`CCN(CC)CCNC(=O)c1cc(S(C)(=O)=O)ccc1OC` gave Tat export inh 2, phage Ecoli inh 3.5, PfHsp90 set2 -21, PKA-R1A act -1, AddAB inh -0.5, OPRM1-OPRD1 inv -1, SUMO Mot1 rescue 9, OPRM1-OPRD1 ag 0.1, E coli growth 2.4, HTR5A inv ctr -42 and PKA-R2B activ -2.
For Cc1ccc(C2=NCCn3c2c2ccc(C(F)(F)F)cc2[n+]3[O-])cc1 the results were Tat export inh -4, phage Ecoli inh -0.8, PfHsp90 set2 13, PKA-R1A act 3, AddAB inh 5.5, OPRM1-OPRD1 inv 7, SUMO Mot1 rescue 0, OPRM1-OPRD1 ag -1.2, E coli growth 2.9, HTR5A inv ctr 0 and PKA-R2B activ -10.
For CCN(C(=O)COC(=O)c1c2c(nc3ccccc13)/C(=C/c1ccccc1)CC(C)C2)C1CCS(=O)(=O)C1 (stereo not given) the results were Tat export inh -3, phage Ecoli inh 0.3, PfHsp90 set2 -32, PKA-R1A act -11, AddAB inh 1.6, OPRM1-OPRD1 inv -1, OPRM1-OPRD1 ag 0.3, E coli growth -4.2, HTR5A inv ctr -6 and PKA-R2B activ -10.
Cc1cnc(C(=O)Nc2ccc(C)c(S(=O)(=O)N(C)C)c2)cn1 was read as Tat export inh 9, phage Ecoli inh 2.4, PfHsp90 set2 24, PKA-R1A act -3, AddAB inh 3.4, OPRM1-OPRD1 inv 16, OPRM1-OPRD1 ag -3.1, E coli growth -0.2, HTR5A inv ctr 2 and PKA-R2B activ -9.
`Cc1cc2oc(=O)cc(CN3CCC(C)CC3)c2c(C)c1Cl` gave Tat export inh -9, phage Ecoli inh 1.7, PKA-R1A act 0, AddAB inh 1.2, OPRM1-OPRD1 inv 5, SUMO Mot1 rescue 164, OPRM1-OPRD1 ag -0.9, E coli growth 1.9, HTR5A inv ctr -20 and PKA-R2B activ -9.
For Cc1ccc(Cn2c(=O)c3cccnc3n(CC(=O)Nc3cccc(C(F)(F)F)c3)c2=O)cc1 the results were Tat export inh 4, phage Ecoli inh 4.8, PfHsp90 set2 -10, PKA-R1A act -4, AddAB inh 2.8, OPRM1-OPRD1 inv -1, SUMO Mot1 rescue -4, OPRM1-OPRD1 ag 0.2, E coli growth 5.5, HTR5A inv ctr -16 and PKA-R2B activ -13.
For C/C(=N\NC(=O)CCc1c[nH]c2ccccc12)c1cccc([N+](=O)[O-])c1 the results were Tat export inh -4, phage Ecoli inh 3.2, PfHsp90 set2 10, PKA-R1A act -9, AddAB inh 0.5, OPRM1-OPRD1 inv -5, SUMO Mot1 rescue -6, OPRM1-OPRD1 ag 1.0, E coli growth 0.9, HTR5A inv ctr 3 and PKA-R2B activ 3.
Screening COc1ccc(Cc2nnc(NC(=O)c3ccccc3)s2)cc1OC returned Tat export inh -2, phage Ecoli inh 0.8, PfHsp90 set2 -13, PKA-R1A act 4, OPRM1-OPRD1 inv 2, SUMO Mot1 rescue 164, OPRM1-OPRD1 ag -0.5, HTR5A inv ctr 4 and PKA-R2B activ -1.
`COc1ccc(N=Cc2sc(O)c3ccccc23)cc1` gave Tat export inh 2, phage Ecoli inh 4.2, PfHsp90 set2 6, PKA-R1A act 0, AddAB inh 2.4, OPRM1-OPRD1 inv -72, SUMO Mot1 rescue 14, OPRM1-OPRD1 ag 12, E coli growth -1.8, HTR5A inv ctr -31 and PKA-R2B activ 4.
For COc1ccccc1NC(=O)c1ccc(Br)c(S(=O)(=O)N2CCCC2)c1 the results were Tat export inh -2, phage Ecoli inh 0.6, PfHsp90 set2 -7, PKA-R1A act -7, AddAB inh 2.3, OPRM1-OPRD1 inv 2, SUMO Mot1 rescue -7, OPRM1-OPRD1 ag -0.4, E coli growth -1.0, HTR5A inv ctr -23 and PKA-R2B activ -11.

Of the compounds above, three have bromine:
For COc1ccc(CC(=O)OCC(=O)Nc2ccc(Br)cc2)cc1 the results were Tat export inh 0, phage Ecoli inh 2.3, PfHsp90 set2 16, PKA-R1A act -5, AddAB inh 0.9, OPRM1-OPRD1 inv -8, SUMO Mot1 rescue 24, OPRM1-OPRD1 ag 1.2, E coli growth 1.1, HTR5A inv ctr 12 and PKA-R2B activ -10.
`Cc1cc(NC(=O)NC(=O)c2ccccc2NC(=O)CN)ccc1Oc1ncc(Br)cn1` gave Tat export inh 2, phage Ecoli inh 1.9, PfHsp90 set2 -6, PKA-R1A act -2, OPRM1-OPRD1 inv 10, OPRM1-OPRD1 ag -2.0, HTR5A inv ctr 3 and PKA-R2B activ -1.
For COc1ccccc1NC(=O)c1ccc(Br)c(S(=O)(=O)N2CCCC2)c1 the results were Tat export inh -2, phage Ecoli inh 0.6, PfHsp90 set2 -7, PKA-R1A act -7, AddAB inh 2.3, OPRM1-OPRD1 inv 2, SUMO Mot1 rescue -7, OPRM1-OPRD1 ag -0.4, E coli growth -1.0, HTR5A inv ctr -23 and PKA-R2B activ -11.
